Screening data (PubChem BioAssay)
M1 PAM = potentiates human M1 receptor response to acetylcholine; activation, % at 3 µM; 0.088% of 360,000 active; P11229; CHO-K1 hM1, Fluo-8 calcium fluorescence, ACh EC20; 0% = ACh EC20, 100% = maximal ACh; in the data active = activation above about 19%, passing the limit was not always enough
Target sequence (P11229 whole entry, looked up): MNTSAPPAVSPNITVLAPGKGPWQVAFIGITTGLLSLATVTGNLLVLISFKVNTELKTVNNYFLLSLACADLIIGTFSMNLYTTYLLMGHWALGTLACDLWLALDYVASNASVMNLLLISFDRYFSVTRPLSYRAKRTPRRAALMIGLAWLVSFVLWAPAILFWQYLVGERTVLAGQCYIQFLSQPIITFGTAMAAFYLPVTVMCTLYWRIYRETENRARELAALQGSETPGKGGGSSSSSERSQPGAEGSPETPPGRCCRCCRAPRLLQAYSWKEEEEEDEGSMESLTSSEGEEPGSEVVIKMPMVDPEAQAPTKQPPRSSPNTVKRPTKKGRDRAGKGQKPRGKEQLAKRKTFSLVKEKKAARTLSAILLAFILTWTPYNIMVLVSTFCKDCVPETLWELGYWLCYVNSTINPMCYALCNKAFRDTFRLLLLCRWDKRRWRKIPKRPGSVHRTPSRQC
M5 PAM = potentiates acetylcholine response at human M5 receptor. P08912. CHO-K1 hM5, Fluo-8 calcium, ACh EC20 PAM; 0% = ACh EC20, 100% = ACh EC100. activation, % at 3 µM. 0.3% of 360,000 active. AID 624038;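 active = activation above the run cutoff, the mean activation of all test compounds plus 3 SD, cut at about 18% in these data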
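System: CHO-K1 hM5 cells. Reagent: acetylcholine, EC20 level. Compound dosing: single dose, 3 µM nominal final test concentration. Timing: Post-acetylcholine fluorescence recording 140 s. Detection: Fluo-8 calcium fluorescence. Read-out: % activation, ACh-normalized. Benchmarks: ACh EC20 and EC100 wells. Repeats: singlicate, one well per test compound.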
CRFR2-BP ag = CRF-BP/CRF-R2 complex agonism; activation, % at 13.2 µM; HEK293 CRF-R2/CRF-BP, calcium dye fluorescence (FLIPR); percent of saturating CRF peptide response; 0.46% of 350,000 active;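 active = activation of at least 50%, plus an integration ratio under a set limit after plate pattern correction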;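 note: plate controls were neutral control wells without compound for no effect and CRF at EC100 for full effect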
CHRM4 agonist = CHRM4 agonism in calcium assay; P08173; CHO-K1 hM4/Gqi5, Fluo-8 calcium fluorescence; vehicle 0%, full acetylcholine response 100%; activation, % at 3 µM; 0.14% of 360,000 active;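 active = activation above the run mean over all test wells plus 3 SD, cut at about 32% in these data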;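 note: peak over basal fluorescence ratio per well then scaled between controls; 0% = DMSO wells and 100% = acetylcholine at EC100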
Target sequence (P08173 whole entry, looked up): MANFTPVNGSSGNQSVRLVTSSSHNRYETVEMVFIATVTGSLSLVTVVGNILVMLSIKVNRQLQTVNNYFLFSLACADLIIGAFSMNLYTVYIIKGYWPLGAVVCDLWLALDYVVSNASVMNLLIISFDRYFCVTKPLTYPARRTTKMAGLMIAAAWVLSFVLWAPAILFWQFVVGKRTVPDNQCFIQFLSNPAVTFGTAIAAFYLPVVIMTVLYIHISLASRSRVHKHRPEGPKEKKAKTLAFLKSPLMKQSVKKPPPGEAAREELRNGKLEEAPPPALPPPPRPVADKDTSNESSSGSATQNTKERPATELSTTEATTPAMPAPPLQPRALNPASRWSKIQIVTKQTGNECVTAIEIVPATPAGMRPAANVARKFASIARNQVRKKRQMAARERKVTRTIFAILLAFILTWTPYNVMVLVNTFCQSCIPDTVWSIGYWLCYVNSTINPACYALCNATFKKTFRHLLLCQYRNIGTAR
M4 PAM = CHRM4 positive allosteric modulation; P08173; CHO-K1 hM4/Gqi5, Fluo-8 calcium fluorescence, ACh EC20; 0% = ACh EC20, 100% = maximal ACh; activation, % at 3 µM; 0.4% of 360,000 active; AID 624126;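 active = activation above its plate's cutoff, the mean activation of sample wells plus 3 SD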; note: some results filed as inactive read as strong as hits
CRFBP-R2 block = antagonists of CRF-binding protein/CRF-R2 receptor complex | HEK293 CRF-R2/CRF-BP, CRF-induced calcium fluorescence | 0.59% of 350,000 active | inhibition, % at 11.8 µM;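 active = inhibition of the ligand-induced calcium signal above about 50% at the single tested concentration, limit read from the data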
M4 antag = CHRM4 antagonism in calcium assay. 0.73% of 360,000 active. P08173. inhibition, % at 3 µM. CHO-hM4 cells, ACh EC80, Fluo-8 calcium fluorescence;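 active = inhibition above its plate's cutoff, the mean inhibition of sample wells plus 3 SD, cut at about 27% in these data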;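 note: 0% = acetylcholine EC80 with DMSO and 100% = DMSO without agonist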
CHRM5 agonist = agonists of human muscarinic M5 receptor (CHRM5). CHO-K1 hM5 cells, Fluo-8 calcium fluorescence; 0% DMSO wells, 100% maximal acetylcholine response. 0.19% of 360,000 active. activation, % at 3 µM. P08912;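 active = activation above the run's mean over test compounds plus 3 SD, cut at about 23% in these data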;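 note: signal is peak over basal fluorescence ratio across the kinetic read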
M5 antag = antagonists of human muscarinic M5 receptor (CHRM5); CHO-hM5 cells, Fluo-8 calcium fluorescence, ACh EC80; inhibition, % at 3 µM; 0.59% of 360,000 active;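 active = inhibition above a per-plate cutoff, the mean of that plate's test compounds plus 3 SD, cut at about 27% in these data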;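 note: 0% = acetylcholine EC80 with DMSO and 100% = DMSO without agonist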
Starred values were filed as active, the others as inactive; x = not tested or not shown.

cpd	smiles	M1 PAM	M5 PAM	CRFR2-BP ag	CHRM4 agonist	M4 PAM	CRFBP-R2 block	M4 antag	CHRM5 agonist	M5 antag
1	CCN(C(=O)C1CCCCC1)c1nnc(-c2cccnc2)s1	6	-2	2.5	1	0	16	-7	0	1
2	CC(C)C(NC(=O)C12CC3CC(CC(C3)C1)C2)C(=O)N/N=C/C1=C(N2CCOCC2)C(=C\c2ccc([N+](=O)[O-])cc2)/CC1 (stereo unspecified)	3	-1	-0.7	0	1	-16	-1	0	3
3	Cn1c(C(=O)N2CCOCC2)cnc1Sc1ncc(C(F)(F)F)cc1Cl	12	-1	-0.7	1	6	24	4	-2	-4
4	CCn1c(C(=O)OC)cc2c1ccn2-c1ccc(F)cc1	10	9	-0.1	0	12	-29	-8	3	-1
5	O=C(CSc1nc2ccccc2c(=O)n1CCCN1CCOCC1)N1CCN(c2ccccc2)CC1	11	7	-0.1	5	7	-6	-8	3	-7
6	CCOC(=O)C1=CCN(S(=O)(=O)c2ccc(F)cc2)C1c1ccc(F)cc1 (stereo unspecified)	x	-4	x	13	-8	x	-11	-4	1
7	CN1CCCC(OC(=O)c2cc(Cl)ccc2Cl)C1 (stereo unspecified)	3	-1	-0.3	1	12	1	-8	-8	-3
8	Cc1c(NS(=O)(=O)c2ccc(Br)cc2)c(=O)n(-c2ccccc2)n1C	-3	-1	-2.6	1	-9	13	11	1	0
9	Cc1nn(C)cc1CN(C)C(=O)c1cc2nc(-c3ccco3)cc(C(F)(F)F)n2n1	8	-1	-1.2	2	0	0	-4	3	-2
10	COC(=O)CCc1c(C)c(C#N)c2nc3ccccc3n2c1N1CCCC1	4	-8	-1.2	1	1	8	-12	1	-1
11	COc1cc2c(cc1NC(=O)CSc1ccccn1)oc1ccccc12	0	-3	1.2	-1	0	-14	4	-1	-3
12	Cc1c(=O)n(OCc2ccc(Cl)cc2)c2ccccc2[n+]1[O-]	-9	-8	0.4	0	0	-2	2	-5	20
13	Cc1cc(C)cc(C(=O)NC(CC(N)=O)c2ccc(NC3CCCCC3)c([N+](=O)[O-])c2)c1 (stereo unspecified)	0	-2	-0.1	0	6	10	3	1	8
14	O=C(COC(=O)c1ccccc1OCc1ccc(Cl)cc1)NCC1CCCO1 (stereo unspecified)	-4	-15	-6.0	6	-4	-1	12	-5	10
15	C=CCOc1cccc(C2C(C(=O)c3ccc(C)o3)=C(O)C(=O)N2c2nccs2)c1 (stereo unspecified)	9	3	29	1	2	-41	0	-5	2
16	CCCCCCn1c(-c2ccco2)nc2oc3cc(OC)ccc3c(=O)c2c1=O	9	-1	-0.1	1	-6	20	11	0	2
17	NC(=O)CC(NC(=O)c1ccccc1)c1ccc(NCCc2ccc(Cl)cc2)c([N+](=O)[O-])c1 (stereo unspecified)	3	1	-1.8	1	1	1	8	-1	9
18	COc1cccc(CC(NC(C)=O)C(=O)NC2CCN(S(=O)(=O)c3cccc4ccccc34)CC2)c1 (stereo unspecified)	5	2	-1.1	10	0	23	-6	1	3
19	O=C(NCCC1=CCCCC1)c1ccc(Br)o1	3	-1	-0.3	0	-5	2	-13	-6	-6
20	COc1cc(NC(=O)Nc2cccc3cccnc23)cc(OC)c1OC	10	-3	-1.6	9	0	4	-16	10	-27
21	Cc1cc(OCCN2CC(C)OC(C)C2)ccc1[N+](=O)[O-] (stereo unspecified)	0	-2	-0.6	2	-3	12	-5	3	-4
22	CCSc1nc2c(c(=O)[nH]c(=O)n2C)n1Cc1ccc(Cl)cc1	-2	2	-1.3	0	0	-56	8	1	-5
23	CN(C)S(=O)(=O)c1cc(NC2CC(=O)N(c3ccc(F)cc3)C2=O)ccc1Cl (stereo unspecified)	8	0	0.9	8	-2	-2	-9	3	7
24	COc1cc(NC(=O)c2cc3ccccc3o2)c(OC)cc1Br	5	1	3.3	-1	-6	-2	-5	3	-3
25	COc1ccc(CCn2c(=S)[nH]c3cc(C(=O)NCc4ccco4)ccc3c2=O)cc1OC	-6	-8	0.7	6	-12	9	8	1	3
26	O=c1[nH]c(=O)n(Cc2ccccc2)c2nc(-c3ccc(Oc4ccc(F)cc4)c([N+](=O)[O-])c3)n(CCO)c12	14	-2	-2.9	0	9	11	-11	-1	-2
27	CC1(C(=O)NS(=O)(=O)c2cccc(Cl)c2)CCN1C(=O)CC1CC1 (stereo unspecified)	9	0	x	0	11	x	-6	1	4
28	O=C(c1ccco1)[C@@H]1[C@@H]2C(=O)N(c3ccc(F)cc3)C(=O)[C@@H]2[C@H]2C=Cc3ccccc3N21	-5	-1	3.4	6	-14	-16	14	1	1
29	COc1ccc(NC(=O)CN(C)C(=O)c2ccc3c(c2)OCCO3)cc1	9	1	0.2	1	13	-10	-2	2	-2
30	CCOc1ccc(/C=C(\C#N)C(=O)NC2CC2)c(OCC)c1	-1	-6	-6.0	12	-24	80*	8	-1	2
31	COc1cccc(OC)c1C(=O)O/N=C(\N)c1ccncc1	7	1	-0.1	-1	-5	-5	-1	2	1
32	O=C(CN1CCN(S(=O)(=O)c2ccc3c(c2)OCCO3)CC1)Nc1ccccc1Br	10	6	-0.1	1	4	13	-2	6	-4
33	CCOC(=O)N1CCC(N2CC34C=CC(O3)C(C(=O)Nc3ccc(F)cc3)C4C2=O)CC1 (stereo unspecified)	0	3	11	0	11	6	-5	1	-1
34	N#Cc1cccc(NC(=O)N2CCC(c3nc4c(nnn4Cc4cccc(Cl)c4)c(=O)[nH]3)CC2)c1	9	6	0.5	1	1	-4	-5	-2	-4
35	Cc1ccnc(NC(=S)NC(=O)/C=C/c2ccc(Cl)cc2)c1	4	-3	3.3	3	-4	4	0	3	-1
36	Cn1ccc2c(N3CCCC3)cc3c(c21)C1CCC3C1 (stereo unspecified)	-1	-3	x	1	5	x	-23	-2	2
37	O=c1c2cc(F)ccc2sn1-c1ccc(F)cc1	-4	0	28	17	-8	12	7	15	9
38	CCN(CC(=O)Nc1ccc(OC)cc1)C(=O)c1ccc2ccccc2c1	4	5	-2.1	1	6	-11	2	-1	-1
39	Cc1ccc(N=C2NC(=O)/C(=C\c3ccco3)S2)cc1	-4	6	-1.4	0	-5	-6	3	-1	-5
40	CN(CC(=O)Nc1c(Cl)cccc1Cl)C(=O)CNC(=O)c1ccc2c(c1)OCO2	-3	-2	-1.4	0	0	13	-2	-1	1
41	Cc1nn(CC(=O)NC(C)C)c(C)c1[N+](=O)[O-]	13	11	-0.3	1	4	6	0	6	-10
42	CCCN(CC1CC1)C(=O)CCc1nnc(C(OC)c2ccccc2)o1 (stereo unspecified)	8	0	0.5	1	2	-15	4	2	6
43	CCC(=O)N1CCN=C1SCc1ccc(Cl)cc1	1	-1	0.8	0	2	-13	-5	-1	-5
44	O=C(CC[C@H]1O[C@@H](n2ccc(=O)[nH]c2=O)[C@H](O)[C@@H]1O)NCc1ccc2c(c1)OCO2	1	0	x	1	1	x	-12	3	-3
45	CCCCNC(=O)CN1CCC2(O)CCCCC2C1c1ccccc1OC (stereo unspecified)	6	-10	-1.8	2	-1	12	-4	-3	11
46	NC(=O)c1cccc(-c2coc3c(C(=O)NCc4ccccc4)cccc23)c1	-6	-9	x	18	-1	x	-12	9	10
47	O=C(O)c1oc2ccc(Br)cc2c1-n1cccc1	8	4	-1.2	1	14	11	-1	4	2
48	CCc1noc(C)c1C(=O)NNC(=O)c1ccccc1F	14	10	-0.2	0	11	9	-5	-2	-6

Random excerpt: four compounds from above.
cpd	smiles	M1 PAM	M5 PAM	CRFR2-BP ag	CHRM4 agonist	M4 PAM	CRFBP-R2 block	M4 antag	CHRM5 agonist	M5 antag
45	CCCCNC(=O)CN1CCC2(O)CCCCC2C1c1ccccc1OC (stereo unspecified)	6	-10	-1.8	2	-1	12	-4	-3	11
46	NC(=O)c1cccc(-c2coc3c(C(=O)NCc4ccccc4)cccc23)c1	-6	-9	x	18	-1	x	-12	9	10
41	Cc1nn(CC(=O)NC(C)C)c(C)c1[N+](=O)[O-]	13	11	-0.3	1	4	6	0	6	-10
48	CCc1noc(C)c1C(=O)NNC(=O)c1ccccc1F	14	10	-0.2	0	11	9	-5	-2	-6

(further entries)
cpd	smiles	M1 PAM	M5 PAM	CRFR2-BP ag	CHRM4 agonist	M4 PAM	CRFBP-R2 block	M4 antag	CHRM5 agonist	M5 antag
49	O=C(/C=C/c1ccc(Br)cc1)NCc1cccs1	-3	-1	-3.1	0	0	8	1	-4	-5
50	CCCCc1n[nH]c(=S)n1Cc1ccccc1	-1	-1	-0.2	0	-5	-4	2	-15	7
51	Cc1ccc(S(=O)(=O)/N=C(\CN2CCOCC2)N2CCOCC2)cc1	1	-6	-1.1	-1	9	12	0	-1	4
52	Fc1ccccc1NC(=S)NCCc1ccccc1	-3	-8	-1.9	2	2	26	-13	-8	-3
53	CCC(C)(O)c1[nH]c2ccc(C(=O)OC)cc2c1C (stereo unspecified)	15	6	0.6	2	7	-9	-16	-4	11
54	CN(CC(=O)Nc1ccc(N2CCOCC2)cc1)C(=O)C12CC3CC(CC(C3)C1)C2	2	-9	0.9	3	7	-10	-12	4	11
55	COc1cccc(NC(=O)C(C)N2C(=O)c3ccccc3C2=O)c1 (stereo unspecified)	8	0	1.1	1	-7	19	11	-4	16
56	O=C(CN1CCN(C(=O)CNC(=O)c2ccc3c(c2)OCO3)CC1)Nc1ccccc1Cl	1	2	1.3	3	-1	-13	3	3	-6

Some of the entries above in a different format:
[52] Fc1ccccc1NC(=S)NCCc1ccccc1
[53] CCC(C)(O)c1[nH]c2ccc(C(=O)OC)cc2c1C (stereo unspecified)

screen / no.,52,53
M1 PAM,-3,15
M5 PAM,-8,6
CRFR2-BP ag,-1.9,0.6
CHRM4 agonist,2,2
M4 PAM,2,7
CRFBP-R2 block,26,-9
M4 antag,-13,-16
CHRM5 agonist,-8,-4
M5 antag,-3,11

Next section
cpd	smiles	M1 PAM	M5 PAM	CRFR2-BP ag	CHRM4 agonist	M4 PAM	CRFBP-R2 block	M4 antag	CHRM5 agonist	M5 antag
57	O=C(NCc1cn2ccccc2n1)c1ccccc1	5	0	4.2	0	-3	4	9	-1	-2
58	COc1ccccc1N(CC(=O)NCCSCc1ccc(Cl)cc1)S(C)(=O)=O	-2	-9	-6.6	10	-7	1	-13	0	-2
59	CCc1ccc(OCC(=O)NNC(=O)Cc2cccs2)cc1	-1	-7	-4.2	4	-1	13	2	3	4
60	O=C(CSc1nnc(NC(=O)C2CC2)s1)NCc1ccco1	2	-5	-0.7	1	3	18	7	0	5
61	O=C(N/N=C/c1cc(Br)c(Br)o1)c1cccnc1	7	-2	8.0	1	6	-8	3	-2	5
62	CC(C)[C@H](NC(=O)N1CCn2c1nc1ccccc12)C(=O)N[C@@H](C(=O)O)c1ccccc1	2	0	3.9	1	7	16	-7	1	4
63	O=C(NC1CCCCC1)c1csnn1	7	6	-2.1	1	10	-41	-18	4	-7
64	Cc1c(C(=O)N2CCOCC2)oc2ccc(S(=O)(=O)N3CCCC3)cc12	3	-10	0.5	1	-1	-31	-1	-6	0
65	CCCCNC(=O)Nc1c(C(=O)OC)[nH]c2ccc(C)cc12	7	0	0.8	1	15	0	8	-6	7
66	Cc1c(OCC(=O)NCCN2CCOCC2)ccc2c(-c3ccccc3)cc(=O)oc12	5	5	-0.3	1	5	-14	-2	-3	6
67	COC(=O)/C=C(\C)NC(=O)c1cccs1	5	7	14	-1	11	12	-9	0	-13
68	S=C(Nc1ccc(Cl)cc1)N1CCCC1	5	-2	-2.6	2	1	-23	-6	-3	-3
69	CC1CC(C)CN(c2ccc(-n3cnnn3)cc2[N+](=O)[O-])C1 (stereo unspecified)	4	-3	-1.8	-3	3	-1	4	-6	-7
70	CC(Sc1nnc(C2CC2)n1Cc1ccccc1)C(=O)N1CCNC1=O (stereo unspecified)	3	5	-0.6	1	3	6	-3	0	-4
